Source: PubChem
VIM-2 inh: inhibitors of Pseudomonas aeruginosa VIM-2 metallo-beta-lactamase | inhibition, % at 5.6 µM | purified VIM-2, nitrocefin hydrolysis, epi-absorbance fluorescence | 0.89% of 290,000 active;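 active = inhibition above the mean of all tested compounds plus 3 SD, cutoff set per screening run, cut at about 7.5% in these data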;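 note: red hydrolysis product quenches plate fluorescence so inhibitors raise well fluorescence; 0% = enzyme with DMSO and 100% = DMSO without enzyme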
IDE inh: inhibits human insulin-degrading enzyme in HEK cells; P14735; FAbetaB cleavage, fluorescence polarization; inhibition, % at 5.59 µM; 0.41% of 320,000 active; AID 434962;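 active = percent inhibition above the average of all tested compounds plus 3 SD, set per screening campaign, cut at about 16% in these data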;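 note: IDE supplied by intact live HEK cells; FP after avidin binding of uncleaved biotin substrate so inhibition keeps polarization high; 0% = DMSO wells and 100% = 60 µM reference IDE inhibitor Ii1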
IDE cell activ: boosts human insulin-degrading enzyme activity in HEK cells; FAbeta-B cleavage, fluorescence polarization; 0% vehicle, 100% cell-free pure enzyme wells; activation, % at 5.96 µM; 0.073% of 340,000 active;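 active = activation above the mean of all tested compounds plus 3 SD, set per screening campaign, cut at about 17% in these data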
pCIP destab: compounds decreasing mouse p/CIP protein stability; F442A p/CIP-EGFP cells, EGFP fluorescence, 16 h; decrease of EGFP signal, % at 10 µM; 0.01% of 290,000 active; AID 1984;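 active = EGFP signal decrease of at least 30% at 10 µM or well 3 SD below plate mean, unless failing retest; inactive = the rest, including hits failing retest or dose response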; note: some compounds called inactive have numbers as strong as hits; many of its hits are not listed in these tables
Target sequence (Q05BA5 1-1403): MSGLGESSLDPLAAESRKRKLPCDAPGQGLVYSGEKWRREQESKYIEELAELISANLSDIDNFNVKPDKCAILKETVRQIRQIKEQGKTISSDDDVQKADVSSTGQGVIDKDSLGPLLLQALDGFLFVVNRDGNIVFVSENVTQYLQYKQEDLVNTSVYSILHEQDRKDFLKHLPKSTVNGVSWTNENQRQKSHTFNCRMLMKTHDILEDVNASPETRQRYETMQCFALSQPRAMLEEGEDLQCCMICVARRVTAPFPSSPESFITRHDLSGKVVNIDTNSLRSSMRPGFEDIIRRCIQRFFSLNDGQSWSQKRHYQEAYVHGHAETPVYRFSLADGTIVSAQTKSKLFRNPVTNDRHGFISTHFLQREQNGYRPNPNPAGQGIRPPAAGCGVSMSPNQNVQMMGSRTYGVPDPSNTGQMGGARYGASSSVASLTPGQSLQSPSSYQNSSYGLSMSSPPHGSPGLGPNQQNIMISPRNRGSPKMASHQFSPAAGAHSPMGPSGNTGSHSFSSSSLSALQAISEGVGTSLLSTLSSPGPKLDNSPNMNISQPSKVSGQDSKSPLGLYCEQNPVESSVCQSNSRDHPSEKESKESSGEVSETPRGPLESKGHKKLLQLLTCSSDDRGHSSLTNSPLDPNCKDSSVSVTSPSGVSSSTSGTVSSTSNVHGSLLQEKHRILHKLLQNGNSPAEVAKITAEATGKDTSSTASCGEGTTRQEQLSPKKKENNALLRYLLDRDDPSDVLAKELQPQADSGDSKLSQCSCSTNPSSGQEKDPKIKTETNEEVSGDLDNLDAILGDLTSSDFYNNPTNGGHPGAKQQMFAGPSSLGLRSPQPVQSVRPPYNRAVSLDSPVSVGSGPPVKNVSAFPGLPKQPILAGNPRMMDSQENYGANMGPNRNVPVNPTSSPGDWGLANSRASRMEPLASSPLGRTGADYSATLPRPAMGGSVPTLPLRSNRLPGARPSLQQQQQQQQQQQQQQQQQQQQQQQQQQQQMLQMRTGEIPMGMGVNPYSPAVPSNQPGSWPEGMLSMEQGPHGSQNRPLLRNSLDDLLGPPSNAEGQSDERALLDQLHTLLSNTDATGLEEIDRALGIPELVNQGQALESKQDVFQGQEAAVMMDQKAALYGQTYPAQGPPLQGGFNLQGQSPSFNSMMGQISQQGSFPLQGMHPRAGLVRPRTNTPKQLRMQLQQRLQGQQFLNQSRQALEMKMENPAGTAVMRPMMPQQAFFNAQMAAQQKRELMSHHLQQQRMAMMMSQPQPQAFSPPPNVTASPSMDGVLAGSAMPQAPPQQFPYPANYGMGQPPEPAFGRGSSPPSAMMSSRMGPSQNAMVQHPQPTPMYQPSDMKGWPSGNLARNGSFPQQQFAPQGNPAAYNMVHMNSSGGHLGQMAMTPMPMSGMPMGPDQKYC
FID counter: fluorescent intercalator displacement, NS3 helicase counter-screen; DNA fluorescent intercalator displacement, fluorescence; inhibition, % at 7.9 µM; 0.17% of 290,000 active; AID 1845; in the data active = inhibition above about 37%;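 note: 0% = vehicle and 100% = reference compound; higher means more ethidium bromide displaced from hairpin DNA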
M18AAP inhibitor: PfM18AAP enzyme inhibition; recombinant PfM18AAP, H-Glu-NHMec fluorogenic cleavage; inhibition, % at 7.35 µM; 1.2% of 290,000 active; AID 1822;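 active = inhibition above the campaign mean inhibition over all tested compounds plus 3 SD, cut at about 28% in these data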;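 note: 0% = plate median of test compound wells and 100% = 2 mM ZnCl2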
HCV NS3 hel inh: HCV NS3 helicase inhibition | NS3 helicase DNA unwinding, Cy5 molecular beacon fluorescence | AID 1800 | inhibition, % at 10.9 µM | 0.56% of 290,000 active;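 active = inhibition above the mean of all tested compounds plus 3 SD, set per campaign, cut at about 35% in these data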;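 note: 0% = DMSO wells and 100% = thioflavine S control wells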
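Assay system – hepatitis C virus NS3 helicase domain fragment enzyme · Buffer or medium – MOPS pH 6.5, MgCl2, DTT, Tween20, BSA · Reagent – Cy5/quencher beacon DNA duplex and ATP to start · Compound – single 10.9 µM dose · Timing – 1 h at 25 °C · Technique – Cy5 beacon fluorescence read at start and 1 h · Measure – % inhibition of unwinding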
UBC9 SUMO inh: inhibitors of human SUMOylation (UBC9); HTRF SUMOylation assay, SAE1/SAE2 + UBC9, in vitro; inhibition, % at 35 µM; P63279; 0.36% of 290,000 active; in the data active = inhibition above about 50%, passing the limit was not always enough; note: strong numbers were not always called active
IMP-1 inh: inhibitors of Pseudomonas aeruginosa IMP-1 metallo-beta-lactamase. purified IMP-1, nitrocefin hydrolysis, epi-absorbance fluorescence. inhibition, % at 5.6 µM. 0.45% of 290,000 active;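 active = inhibition above the mean plus 3 SD of all compounds in the same screening run, cut at about 4.5% in these data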;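 note: 0% = IMP-1 with DMSO and 100% = DMSO wells lacking enzyme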
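Material – recombinant IMP-1 enzyme, purified · Amount – IMP-1 0.2 nM before substrate addition · Medium – HEPES buffer pH 7.1 with ZnSO4 and Brij 35 · Timing – 25 °C, 15 min preincubation, 25 min reaction · Measured by – plate fluorescence quenching by hydrolysis product, ex 480/em 530 nm · Read-out – percent enzyme inhibition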
Numbers without * were called inactive; . = not tested or not shown.

canonical_smiles | VIM-2 inh | IDE inh | IDE cell activ | pCIP destab | FID counter | M18AAP inhibitor | HCV NS3 hel inh | UBC9 SUMO inh | IMP-1 inh
CCCCCCn1c(N2CCN(c3ccccc3)CC2)nc2c1c(=O)n(C)c(=O)n2C | -2.6 | 8.6 | 5.0 | 4.1 | -20.9 | -3.4 | -2.0 | -27.0 | -1.9
Cc1cccc(NC(=O)N2C3CCCC2CC(NC(=O)C2CC2)C3)c1 (configuration not stated) | -1.9 | 1.4 | 5.0 | -4.4 | -9.6 | 2.9 | 6.6 | 1.2 | -2.1
C/C(CC(=O)Nc1ccccn1)=N\NC(=O)c1ccccc1 | -3.0 | 8.3 | . | 0.9 | -1.8 | -1.7 | 9.6 | -8.4 | -1.7
CCn1nc(C)c(NC(=O)c2cnn3c(C(F)F)cc(-c4ccccc4)nc23)c1C | 0.6 | -0.4 | -5.1 | 11.2 | -26.2 | -0.7 | -9.4 | 3.7 | -2.7
Cc1cccc(C)c1OCc1cc(C(=O)NCC2CC2)no1 | -4.4 | 0.1 | -0.3 | 1.3 | -35.3 | 3.5 | -2.0 | 5.0 | -2.0
CCOc1ccccc1NC(=O)CN1CCC(C(=O)c2ccc(F)cc2)CC1 | -3.2 | 2.6 | 6.4 | -4.9 | -25.7 | 5.1 | -11.4 | -28.1 | -3.9
Cn1nnnc1SCC(=O)Nc1ccc(N2CCOCC2)cc1 | -2.9 | -3.5 | -0.2 | -6.7 | 2.2 | 0.6 | -2.5 | -15.8 | -0.3
O=C(Cc1ccc(Br)cc1)Nc1ccc(S(=O)(=O)N2CCCC2)cc1 | 0.6 | -3.8 | -6.3 | 2.9 | -20.9 | 1.4 | -15.2 | -13.8 | -1.8
CCCCCOc1ccc(C(=O)NC(C(=O)O)C(C)C)cc1 (configuration not stated) | -2.1 | 4.7 | -1.1 | -2.2 | -9.8 | 4.3 | -0.6 | -7.3 | -2.6
CC(C)Cc1c(O)nc(SCC(=O)N2CCCCCC2)[nH]c1=O | -3.1 | -1.0 | 2.9 | -1.7 | -10.9 | 3.6 | 10.2 | 19.4 | -0.5
COc1ccc(C2=NN(C(=O)CSc3nnc(C)n3C)C(c3ccco3)C2)cc1 (configuration not stated) | -1.3 | 2.1 | -4.8 | 23.6 | -19.2 | 5.1 | -7.7 | -1.6 | -1.7
CC1CC(CC(=O)Nc2nc(-c3ccccc3)cs2)C(=O)O1 (configuration not stated) | -0.7 | -0.3 | 3.7 | 0.6 | -9.1 | -9.5 | -5.5 | 5.8 | -2.9
COc1ccc(-n2cnc3cc(NCc4ccco4)ccc32)cc1 | -2.3 | -6.0 | 0.2 | -0.5 | -10.2 | 26.4 | -8.2 | 4.5 | -3.7
COc1ccc(/C(C)=N/NC(=O)c2ccccc2OCc2ccccc2)c(OC)c1 | -0.4 | -0.7 | 0.4 | -4.3 | -12.8 | -4.5 | -14.5 | 22.4 | -3.7
COc1ccc(-c2[nH]ncc2Oc2ccccc2OC)c(O)c1 | -4.0 | 0.5 | -2.2 | -12.6 | -6.8 | 9.6 | -8.1 | -0.9 | -2.3
CC(OC(=O)c1ccc(Cl)c(S(=O)(=O)N2CCCC2)c1)C(=O)NC1CCCCC1C (configuration not stated) | -2.1 | 4.2 | . | -6.9 | -44.3 | 5.1 | 37.3* | -11.2 | -1.1
O=S(=O)(Nc1ccccc1)c1cccc2nonc12 | -2.8 | 3.2 | 4.0 | -9.6 | -7.2 | 1.7 | 22.7 | 5.9 | -5.0
COc1ccc(C(NC(C)=O)c2c(O)ccc3ccccc23)cc1OC (configuration not stated) | 0.7 | 0.6 | -4.2 | 1.8 | -8.6 | 2.8 | 8.1 | 3.1 | 1.4
Cc1ccccc1NC(=O)CN1CCOCC1 | -1.6 | . | 2.6 | -17.3 | -0.1 | 2.4 | -6.9 | 4.2 | -3.0
CCOC(=O)c1ccc(NC(=O)Cn2nnc3ccccc32)cc1 | 1.3 | -2.4 | -1.6 | -13.2 | -5.1 | 3.9 | 1.6 | 30.3 | 0.0
COc1ccc(-c2cc(C)no2)cc1S(=O)(=O)N1CC(=O)Nc2ccccc21 | -1.2 | 6.8 | -6.7 | 0.6 | -8.0 | 0.1 | -6.0 | 7.5 | -0.5
CCOC(=O)CNC(=O)CSc1ncnc2c1nnn2-c1ccc(F)cc1 | -4.0 | 3.2 | 5.8 | 7.5 | 0.1 | 4.3 | 7.7 | 9.4 | -5.0
COc1ccc(/C=N/n2cncn2)cc1CSc1ccccn1 | -1.4 | -0.1 | 1.4 | -13.4 | -14.3 | 2.8 | -1.9 | 10.0 | -3.8
CCOC(=O)c1c(NC(=S)N2CCCCC2)sc2c1CCN(C(=O)OCC)C2 | -1.4 | 1.3 | . | -15.1 | -11.7 | 4.6 | -7.3 | -13.5 | -3.2
COc1ccccc1NC(=O)CCSc1ccc(C)cc1 | -3.2 | 0.9 | 2.0 | 3.3 | -2.2 | 6.5 | -1.3 | 13.3 | -3.6
COc1ccc(NCc2nnc(SCC(=O)N3CCCc4ccccc43)n2C)cc1 | -3.4 | 2.8 | 2.5 | 15.2 | -18.8 | 3.1 | -5.9 | -6.9 | -2.9
Cc1ccc(N(C(=O)c2ccccn2)C(C(=O)NC2CCCCC2)c2ccncc2)cc1 (configuration not stated) | -3.7 | 1.3 | 1.1 | 4.0 | -26.6 | 2.0 | 4.2 | -19.8 | -2.1
CC(=O)C1=NN(c2ccccc2)C(c2ccc3c(c2)OCO3)N1c1ccccc1 (configuration not stated) | 1.0 | 1.2 | 1.1 | -3.1 | 0.0 | 8.4 | 1.4 | 15.3 | -1.7
O=C(CCSCCC(=O)NCCN1CCOCC1)NCCN1CCOCC1 | -5.1 | -8.4 | -1.3 | 8.1 | -1.0 | 7.1 | 0.8 | -6.7 | -4.2
O=C(CC1C(=O)NCCN1Cc1ccoc1)NCCCn1ncc2ccccc21 (configuration not stated) | -1.4 | 4.0 | 2.0 | -7.9 | -9.5 | -4.7 | -4.0 | 19.4 | -1.9
CCc1ccc(S(=O)(=O)c2nnn3c2nc(N2CCOCC2)c2ccccc23)cc1 | 0.3 | 0.1 | -3.1 | -26.4 | -19.2 | 4.7 | -9.8 | 2.5 | -2.8
CC(C)c1nc(SCC(=O)c2c[nH]c3ccccc23)n[nH]1 | 2.1 | -2.9 | 0.8 | -0.2 | -0.8 | 12.6 | 32.2 | 3.2 | 0.1

The final two entries of the section before are carried over, then new ones follow.
canonical_smiles | VIM-2 inh | IDE inh | IDE cell activ | pCIP destab | FID counter | M18AAP inhibitor | HCV NS3 hel inh | UBC9 SUMO inh | IMP-1 inh
CCc1ccc(S(=O)(=O)c2nnn3c2nc(N2CCOCC2)c2ccccc23)cc1 | 0.3 | 0.1 | -3.1 | -26.4 | -19.2 | 4.7 | -9.8 | 2.5 | -2.8
CC(C)c1nc(SCC(=O)c2c[nH]c3ccccc23)n[nH]1 | 2.1 | -2.9 | 0.8 | -0.2 | -0.8 | 12.6 | 32.2 | 3.2 | 0.1
CC(COc1ccccc1)N1CCC(CO)(Cc2ccccc2)CC1 (configuration not stated) | -2.1 | -3.8 | 5.8 | -4.5 | 11.8 | -1.3 | 5.7 | 2.6 | -1.7
CC(c1ccccc1)n1c(-c2ccc(Cl)cc2)n[nH]c1=S (configuration not stated) | -2.1 | 2.9 | -13.7 | -3.6 | -29.5 | -8.5 | -3.5 | 6.7 | -2.4
COc1ccc2nc(N/C(N)=N/C(=S)Nc3ccc(C)c(C)c3)nc(C)c2c1 | -2.7 | 8.5 | . | -8.9 | -0.5 | 3.1 | -7.7 | -0.5 | -2.4
CN(C)S(=O)(=O)N1CCc2ccccc2C1 | -2.2 | 0.1 | -1.8 | -6.8 | -0.7 | 7.1 | 10.5 | 22.5 | -3.3
COc1ccc(CCNC(=O)c2ccc(COc3ccccc3OC)o2)cc1 | -2.2 | -9.5 | 2.6 | -10.6 | -40.1 | -2.2 | -3.7 | 9.7 | -0.6
O=C1CSCN1c1ccc(Cl)cc1 | -4.4 | -5.5 | 2.2 | 9.2 | -1.2 | -2.4 | -5.4 | -9.1 | -3.4
Cc1cc(C(=O)CSc2n[nH]c(N)n2)c(C)n1C1CC1 | -1.7 | 6.0 | -2.2 | 2.1 | -5.7 | -5.4 | 3.3 | 23.9 | 4.2
O=C(c1ccc(-c2ccccc2)cc1)N1CCN(c2ccccc2)CC1 | -0.4 | 1.4 | -0.7 | -0.5 | -23.3 | -2.0 | 15.9 | -5.6 | -2.1
COC(=O)[C@@H]1CC[C@H](C)[C@@H](c2ccc(C)cc2)N1C(=O)c1ccc(/C=N/O[C@@H](C)CN2CCCCc3nc(C)c(C)cc32)cc1 | -1.6 | 2.0 | . | -11.5 | -0.2 | -0.6 | -73.7 | -13.5 | -0.3
Cc1ccc(C)c(S(=O)(=O)Nc2cc(C)on2)c1 | 1.5 | -0.2 | 4.2 | -5.7 | -4.4 | -11.9 | -1.0 | 11.2 | 0.7
CSc1nc2[nH]c3c(c2c2nnnn12)CCCC3 | 6.6 | 13.0 | 3.2 | 2.7 | 2.8 | 3.0 | 2.7 | 15.6 | -1.1
O=C1CN(S(=O)(=O)c2ccc(Cl)cc2C(F)(F)F)CCN1 | 0.9 | 3.5 | -0.4 | 13.6 | 1.1 | -13.1 | -5.5 | -16.4 | 1.1
Cc1ccc(C(=O)/C=C/Nc2ccc([N+](=O)[O-])cc2Br)cc1 | -2.2 | 3.1 | 1.9 | -7.6 | 2.3 | -2.6 | 12.4 | -3.3 | -2.8
Cc1noc(C)c1S(=O)(=O)N(CC(=O)O)c1ccc2c(c1)OCO2 | -2.1 | 0.0 | 0.8 | -7.9 | -2.7 | 13.4 | 0.1 | 15.8 | -4.5
CN(C)S(=O)(=O)c1cccc(C(=O)Nc2cccnc2)c1 | -2.3 | 0.5 | -0.4 | -76.9 | -1.4 | -3.2 | -1.6 | 1.4 | 0.4
O=C(CSCCO)Nc1cccc(C(F)(F)F)c1 | -1.5 | 3.5 | 0.8 | -0.4 | -0.8 | -10.8 | -12.0 | 23.7 | -2.8
O=C(C=C1CCN(c2ncc(C(F)(F)F)cc2Cl)CC1)NNC(=O)Nc1ccccc1 | -0.7 | -8.4 | 7.4 | -2.0 | -6.4 | -15.7 | -0.3 | -3.5 | 0.6
CO[C@H]1C=CO[C@@]2(C)Oc3c(C)c(O)c4c(O)c(c(C=NN5CCN(C6CCCC6)CC5)c(O)c4c3C2=O)NC(=O)C(C)=CC=C[C@H](C)[C@H](O)[C@@H](C)[C@@H](O)[C@@H](C)[C@H](OC(C)=O)[C@@H]1C | -2.5 | . | . | -23.2 | -45.2 | 16.7 | 2.0 | 52.2* | -1.8
Cc1ccc(C(=O)NNC(=O)Cc2csc(-c3csc(C)n3)n2)cc1 | -1.2 | 7.9 | -3.9 | 2.5 | -5.8 | 20.9 | 2.0 | 8.9 | -0.6
